GlmU inhibition – inhibition of mycobacterial GlmU enzyme – biochemical, glucosamine-1-phosphate acetyltransferase (AID 1376); M. tuberculosis GlmU acetyltransferase enzyme assay; higher % means a stronger effect; one-dose inhibition, %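 (tested at 30 µM in the primary screen)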; IC50 in µM for titrated hits; hit rate 0.25% among 220,000; in the data active means inhibition above about 13%;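 further: 0% = complete reaction with vehicle and 100% = reaction without substrate; strong numbers were not always called active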
Mtb RmlCD inh – blocks M. tuberculosis RmlC and RmlD coupled enzymes; P9WH09+P9WH11; RmlC+RmlD coupled enzyme assay, percent inhibition; primary screen in compound mixtures; inhibition, % at 3.6 µM; hit rate 0.03% among 160,000; AID 1533; in the data active means inhibition mostly above about 34%, no sharp cut-off; further: some results filed as inactive read as strong as hits
Target sequence (P9WH09 whole entry, looked up): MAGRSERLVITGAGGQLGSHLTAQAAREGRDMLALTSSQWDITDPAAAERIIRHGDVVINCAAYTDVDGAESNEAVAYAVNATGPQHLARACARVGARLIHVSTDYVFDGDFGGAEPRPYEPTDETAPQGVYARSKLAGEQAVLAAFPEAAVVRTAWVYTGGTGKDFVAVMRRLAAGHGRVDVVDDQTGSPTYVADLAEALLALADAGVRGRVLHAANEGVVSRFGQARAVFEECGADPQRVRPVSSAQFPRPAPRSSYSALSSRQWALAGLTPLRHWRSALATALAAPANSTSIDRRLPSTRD
Target sequence (P9WH11 whole entry, looked up): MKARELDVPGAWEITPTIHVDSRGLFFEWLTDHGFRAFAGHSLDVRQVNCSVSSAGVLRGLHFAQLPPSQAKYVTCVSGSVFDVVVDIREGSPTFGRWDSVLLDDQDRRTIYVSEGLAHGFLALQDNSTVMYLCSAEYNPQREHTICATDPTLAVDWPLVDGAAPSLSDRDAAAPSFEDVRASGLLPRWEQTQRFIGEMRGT
* hit, by the source's call.

`CNC(=O)C(=O)Nc1nc(C23CC4CC(CC(C4)C2)C3)cs1` gave GlmU inhibition -5.8% and Mtb RmlCD inh 2.
COCCNC(=O)c1cccc(NS(=O)(=O)c2cccc3cccnc23)c1 was read as GlmU inhibition 5.6% and Mtb RmlCD inh -6.
`COc1ccccc1CNc1cc(C)ccc1C` gave GlmU inhibition -8.1% and Mtb RmlCD inh 9.
For COc1cc(/C(C)=N\NC(N)=S)cc(OC)c1OC the results were GlmU inhibition -3.6% and Mtb RmlCD inh -2.
For O=S(=O)(NCc1cc(-c2ccccc2)no1)c1ccccc1Cl the results were GlmU inhibition -4.2% and Mtb RmlCD inh -11.
Screening Cc1cccc(OCCNc2cc(N3CCN(CCO)CC3)ccc2[N+](=O)[O-])c1 returned GlmU inhibition -8.4% and Mtb RmlCD inh 14.
Screening NC(=O)C(c1ccccc1)C1CCCCC1 (centres undefined) returned GlmU inhibition 0.3%.
`Cc1ccc(/C=N\NC(=O)c2csnn2)cc1` gave GlmU inhibition 3.1% and Mtb RmlCD inh 1.
Screening CCC(C(=O)Nc1cc(C)on1)c1ccccc1 (centres undefined) returned GlmU inhibition 6.4% and Mtb RmlCD inh 10.
For COc1ccccc1C(=O)NNC(=O)c1ccc(F)cc1 the results were GlmU inhibition -2.2% and Mtb RmlCD inh 29.
`Cc1nn2c(nc1=O)SCC(c1ccccc1)=N2` gave GlmU inhibition -0.6% and Mtb RmlCD inh 14.
`O=C(O)/C=C/C(=O)NNC(=O)c1cc(-c2ccccc2)n[nH]1` gave GlmU inhibition -2.6% and Mtb RmlCD inh 13.
`CC1CCN(S(=O)(=O)c2ccccc2[N+](=O)[O-])CC1` gave GlmU inhibition 5.1% and Mtb RmlCD inh 9.
`CC1(C)C(=O)OC(c2ccco2)C(C)(C)C1=O` (centres undefined) gave GlmU inhibition 1.4%.
C=CCNC(=S)/N=c1/ccccn1C was read as GlmU inhibition 5.9% and Mtb RmlCD inh 17.
`O=C(c1cnc(N2CCN(c3ncccn3)CC2)c2ccccc12)N1CCN(c2ccccn2)CC1` gave GlmU inhibition -2.6% and Mtb RmlCD inh -4.
Screening c1ccc(C2COC(c3cccs3)=N2)cc1 (centres undefined) returned GlmU inhibition 0.8% and Mtb RmlCD inh 4.
`COc1ccc(C(=O)N2CCCN(C)CC2)cc1S(=O)(=O)N1CCCc2ccccc21` gave GlmU inhibition -3.4% and Mtb RmlCD inh -1.
`Cc1nc2ccc(Cl)cc2c(-c2ccccc2Cl)c1CC(=O)O` gave GlmU inhibition 0.9% and Mtb RmlCD inh 6.
For O=Nc1ccc(NOC(=O)c2ccccc2)cc1 the results were GlmU inhibition -5.3% and Mtb RmlCD inh 6.

3 compounds from above, sorted by formula weight, largest number first.
`COc1ccc(C(=O)N2CCCN(C)CC2)cc1S(=O)(=O)N1CCCc2ccccc21` gave GlmU inhibition -3.4% and Mtb RmlCD inh -1.
`O=C(O)/C=C/C(=O)NNC(=O)c1cc(-c2ccccc2)n[nH]1` gave GlmU inhibition -2.6% and Mtb RmlCD inh 13.
`CC1CCN(S(=O)(=O)c2ccccc2[N+](=O)[O-])CC1` gave GlmU inhibition 5.1% and Mtb RmlCD inh 9.

Returning to the listing, repeating the 7 entries before the break.
`CC1(C)C(=O)OC(c2ccco2)C(C)(C)C1=O` (centres undefined) gave GlmU inhibition 1.4%.
C=CCNC(=S)/N=c1/ccccn1C was read as GlmU inhibition 5.9% and Mtb RmlCD inh 17.
`O=C(c1cnc(N2CCN(c3ncccn3)CC2)c2ccccc12)N1CCN(c2ccccn2)CC1` gave GlmU inhibition -2.6% and Mtb RmlCD inh -4.
Screening c1ccc(C2COC(c3cccs3)=N2)cc1 (centres undefined) returned GlmU inhibition 0.8% and Mtb RmlCD inh 4.
`COc1ccc(C(=O)N2CCCN(C)CC2)cc1S(=O)(=O)N1CCCc2ccccc21` gave GlmU inhibition -3.4% and Mtb RmlCD inh -1.
`Cc1nc2ccc(Cl)cc2c(-c2ccccc2Cl)c1CC(=O)O` gave GlmU inhibition 0.9% and Mtb RmlCD inh 6.
For O=Nc1ccc(NOC(=O)c2ccccc2)cc1 the results were GlmU inhibition -5.3% and Mtb RmlCD inh 6.
`O=C(N/N=C/c1cc([N+](=O)[O-])ccc1O)C1CC1` gave GlmU inhibition 1.9% and Mtb RmlCD inh -10.
Screening O=C(O)c1c(F)c(F)c(F)c(F)c1-c1ccc(Cl)cc1 returned GlmU inhibition 5.2% and Mtb RmlCD inh 9.
For CCOc1ccc(OCC)c(NC(=O)C2CCN(S(=O)(=O)c3cccnc3)CC2)c1 the results were GlmU inhibition 2.4% and Mtb RmlCD inh 2.
`COCCCNC(=O)C1CCC(CNS(=O)(=O)c2ccc(C)cc2)CC1` (centres undefined) gave GlmU inhibition 5.0% and Mtb RmlCD inh -7.
For Cc1ccc(CNC(=O)C(=O)NCCC2=CCCCC2)cc1 the results were GlmU inhibition 0.9% and Mtb RmlCD inh 7.
O=C(Oc1ccc2cc(Br)ccc2c1)N1CCCCCC1 was read as GlmU inhibition 2.9% and Mtb RmlCD inh -9.
For CCN(CC)CCCNC(=S)N(Cc1cccs1)Cc1cc2cc3c(cc2[nH]c1=O)OCCO3 the results were GlmU inhibition -1.3% and Mtb RmlCD inh 9.
`CCCCNC(=O)NC1(C(F)(F)F)Oc2ccccc2O1` gave GlmU inhibition -3.9% and Mtb RmlCD inh -3.
For Cc1cccc(Cn2c(CN3CCN(Cc4ccccc4)CC3)nc3c2c(=O)[nH]c(=O)n3C)c1 the results were GlmU inhibition 1.5% and Mtb RmlCD inh 14.
For Cc1ccc(-n2ncc(-c3nn[nH]n3)c2N)cc1 the results were GlmU inhibition 2.4% and Mtb RmlCD inh -4.
Cc1cccc2cc(COC(=O)C3CCCCC3)c(=O)[nH]c12 was read as GlmU inhibition -4.3% and Mtb RmlCD inh -7.
Screening O=C(NNC(=O)C1CCCO1)c1ccc(Br)cc1 (centres undefined) returned GlmU inhibition -8.4% and Mtb RmlCD inh 5.
Screening CCN(CC)S(=O)(=O)c1ccc(-c2nnc(SCC(=O)Nc3ccc(OC)c(OC)c3)o2)cc1 returned GlmU inhibition 9.0%.
For Cc1c(C(=O)N(Cc2ccc(N(C)C)cc2)C2CCS(=O)(=O)C2)oc2ccccc12 (centres undefined) the results were GlmU inhibition -3.1% and Mtb RmlCD inh 6.
`Cc1nnc(SCc2cc([N+](=O)[O-])cc3c2OCOC3)n(N)c1=O` gave GlmU inhibition 1.5% and Mtb RmlCD inh 6.
For Oc1ccc(-c2nnc(Nc3cccc(O)c3)c3ccccc23)cc1 the results were GlmU inhibition 4.2% and Mtb RmlCD inh -10.
For CC(C)(C)c1ccc(C(=O)Nc2ccc(C=C(C#N)C#N)cc2)cc1 the results were GlmU inhibition -4.4%.
For O=C(CN1C(=O)/C(=C/c2cccc(Br)c2)SC1=S)Nc1cccnc1 the results were GlmU inhibition -3.8%.
For Cc1ccc(NC(=O)CCn2cccc2)cc1C the results were GlmU inhibition -2.9%.
`CN(C(=O)c1ccccc1C(=O)OCC(=O)NCc1ccccc1)C1CCCCC1` gave GlmU inhibition -1.0% and Mtb RmlCD inh 4.
For CCCCN1CC[C@H]2C=CC[C@@H](C(=O)NCCc3ccccc3)[C@H]2C1=O the results were GlmU inhibition -2.6%.
Screening CC1(C)N=C(N)N=C(N)N1c1ccc(F)cc1F returned GlmU inhibition -1.5% and Mtb RmlCD inh -8.
CCN(CC)CCN(C(=O)c1ccc(N2C(=O)CCC2=O)cc1)c1nc2cc3c(cc2s1)OCCO3 was read as GlmU inhibition -1.8% and Mtb RmlCD inh 11.
Screening CC(C)/C=N\NC(=O)CCCCC(=O)N/N=C/C(C)C returned GlmU inhibition 1.1%.
`CSc1nsc(SCC(=O)Nc2ccc(Br)cn2)n1` gave GlmU inhibition -5.5% and Mtb RmlCD inh 11.
CC(Oc1ccc(Cl)cc1)C(=O)Nc1sccc1C(N)=O (centres undefined) was read as GlmU inhibition 0.8% and Mtb RmlCD inh -9.
For O=C(CN1CCOCCOCCOCC1)Nc1ccccc1 the results were GlmU inhibition -4.0%.
`CC(=O)Nc1ccc(S(=O)(=O)/N=C2/NC(=O)/C(=C\c3ccco3)S2)cc1` gave GlmU inhibition 22% and Mtb RmlCD inh 3.
For CCOC(=O)/C(=C\C=C\c1ccccc1)NC(=O)c1ccccc1 the results were GlmU inhibition -6.4% and Mtb RmlCD inh 8.
`CC/C(=C1/C(=O)CC(C)(C)C(C(=O)OC)C1=O)N1CCCC1` (centres undefined) gave GlmU inhibition 1.0% and Mtb RmlCD inh 1.
CC1(C(=O)O)CCC(C(=O)Nc2ccccc2O)C1(C)C (centres undefined) was read as GlmU inhibition 3.4% and Mtb RmlCD inh -3.
Screening COc1cccc(-c2cc(=O)c3cc(NC(C)=O)ccc3[nH]2)c1 returned GlmU inhibition 5.8%.
Screening CCC1=C(OC(=O)c2ccccc2)C(C)(C)C(c2ccccc2)OC1=O (centres undefined) returned GlmU inhibition 4.9% and Mtb RmlCD inh 20.
`Cc1nnc(-c2cccc(Br)c2)c2cn(-c3ccccc3)nc12` gave GlmU inhibition -3.0% and Mtb RmlCD inh 7.
For CCOC(=O)N1CCN(C(=O)/C(=C/c2ccc(Cl)cc2)NC(=O)c2ccccc2)CC1 the results were GlmU inhibition -0.3% and Mtb RmlCD inh -12.
Screening COc1ccc(C2SCCN2C(=S)Nc2cccc(C(F)(F)F)c2)cc1 (centres undefined) returned GlmU inhibition -0.4% and Mtb RmlCD inh -14.
For COC(=O)CCC(=O)Nc1ccc(Cl)c(Cl)c1 the results were GlmU inhibition 3.5%.
`O=C(CNC(=O)c1ccccn1)N/N=C/c1ccc2c(c1)OCO2` gave GlmU inhibition 3.6% and Mtb RmlCD inh -10.
Screening CCC1=NN(C(=O)c2cccc(Br)c2)C(O)(c2ccc(Br)cc2)C1 (centres undefined) returned GlmU inhibition -0.8% and Mtb RmlCD inh -10.
O=C(C1=NN[C@@H]2C(=O)N(c3cccc(C(F)(F)F)c3)C(=O)[C@H]12)c1ccc2ccccc2n1 was read as GlmU inhibition 3.0% and Mtb RmlCD inh 8.

The final two records of the section before are carried over, then new ones follow.
Screening CCC1=NN(C(=O)c2cccc(Br)c2)C(O)(c2ccc(Br)cc2)C1 (centres undefined) returned GlmU inhibition -0.8% and Mtb RmlCD inh -10.
O=C(C1=NN[C@@H]2C(=O)N(c3cccc(C(F)(F)F)c3)C(=O)[C@H]12)c1ccc2ccccc2n1 was read as GlmU inhibition 3.0% and Mtb RmlCD inh 8.
Cc1nc2c(C(=O)NCc3cccs3)cnn2c(C)c1Cc1ccccc1 was read as GlmU inhibition 2.4% and Mtb RmlCD inh -8.
Screening CCc1ccc(N(C(=O)c2csnn2)C(C(=O)NC(C)(C)CC)c2ccccn2)cc1 (centres undefined) returned GlmU inhibition 1.4% and Mtb RmlCD inh 3.
`CCCn1c(CCc2ccccc2)n[nH]c1=S` gave GlmU inhibition -1.8% and Mtb RmlCD inh 9.
Screening COc1ccccc1C(=O)N/C(=C/c1ccc(Br)cc1)C(=O)NCCO returned GlmU inhibition -3.7%.
`O=c1[nH]c(-c2ccc(Cl)cc2)cs1` gave GlmU inhibition -0.3% and Mtb RmlCD inh 2.
CC(=O)c1cccc(-n2nnnc2SCC(=O)NNC(=O)C2CCCCC2)c1 was read as GlmU inhibition 0.1% and Mtb RmlCD inh 8.
For CC1=NN(C(=O)COc2ccccc2)C(O)(c2cccnc2)C1 (centres undefined) the results were GlmU inhibition 1.4% and Mtb RmlCD inh -2.
`Cc1cc(N=Nc2ccccc2C(=O)O)c(C)c(C)c1O` gave GlmU inhibition 7.7% and Mtb RmlCD inh -8.
For O=C(O)c1cn(Cc2ccccc2)nc1-c1cccnc1 the results were GlmU inhibition -3.7% and Mtb RmlCD inh 2.
Cc1c(/C=N/NC(=O)C2(O)c3ccccc3-c3ccccc32)cnn1C was read as GlmU inhibition 2.6% and Mtb RmlCD inh -8.
CC(C)(Oc1ccc(CCNC(=O)c2ccc(Cl)cc2)cc1)C(=O)O was read as GlmU inhibition -3.7%.
`COc1cc(OC)c2ccc(=O)oc2c1C(CC(=O)N1CCCC(C)C1)c1ccc2c(c1)OCO2` (centres undefined) gave GlmU inhibition 3.9% and Mtb RmlCD inh 8.
For Cc1ccc(NC(=O)C2CCCN2C(=O)NC2CCCCC2)cc1 (centres undefined) the results were GlmU inhibition 3.7% and Mtb RmlCD inh -8.
`Cc1c(NC2=C(Cl)C(=O)N(c3ccccc3Cl)C2=O)c(=O)n(-c2ccccc2)n1C` gave GlmU inhibition 3.1%.
For O=[N+]([O-])c1cccc(S(=O)(=O)N2CCCC2)c1 the results were GlmU inhibition 3.7% and Mtb RmlCD inh 6.
`O=C(N/N=C\c1ccc(-c2ccc(Cl)c(Cl)c2)o1)C(=O)N1CCCC1` gave GlmU inhibition -1.8% and Mtb RmlCD inh 7.
`C#CCNC(=O)C1=C[C@@H](c2csc3ccccc23)[C@H](CCCO)[C@@H](OCC)O1` gave GlmU inhibition 0.1%.
Screening Cc1ccc(CN2CCNC(=O)C2CC(=O)N(Cc2c(C)nn(C)c2C)C2CC2)o1 (centres undefined) returned GlmU inhibition 1.1%.
For NS(=O)(=O)c1ccc(CCNC(=O)COC(=O)/C=C/c2ccccc2Cl)cc1 the results were GlmU inhibition 11% and Mtb RmlCD inh -10.
Screening COC(=O)c1cccc(S(=O)(=O)N2CCC(NC(=O)Nc3cccc(F)c3)CC2)c1 returned GlmU inhibition 1.9% and Mtb RmlCD inh -1.
Cc1onc(-c2ccccc2Cl)c1NC(=O)NCc1cccs1 was read as GlmU inhibition 0.5% and Mtb RmlCD inh 14.

Screens as filed in PubChem BioAssay.

Not all compounds are listed. The share of hits here may be higher or lower than overall.
